Assay outcomes (PubChem)
TNAP act hi DEA: TNAP activators at high phosphate acceptor level, primary screen, biochemical, luminescence, uHTS; 200,000 tested, under 10 active; Alkaline phosphatase, tissue-nonspecific isozyme (Homo sapiens), P05186; AID 1136, 2008; activation factor at 20 µM; purified TNAP, CDP-star luminescence, 1 M DEA, 30 min; hits give high values; 0 = EDTA background, 1 = DMSO-only activity;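 active means activation factor at least 2 at 20 µM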
Target sequence (P05186 whole entry, looked up): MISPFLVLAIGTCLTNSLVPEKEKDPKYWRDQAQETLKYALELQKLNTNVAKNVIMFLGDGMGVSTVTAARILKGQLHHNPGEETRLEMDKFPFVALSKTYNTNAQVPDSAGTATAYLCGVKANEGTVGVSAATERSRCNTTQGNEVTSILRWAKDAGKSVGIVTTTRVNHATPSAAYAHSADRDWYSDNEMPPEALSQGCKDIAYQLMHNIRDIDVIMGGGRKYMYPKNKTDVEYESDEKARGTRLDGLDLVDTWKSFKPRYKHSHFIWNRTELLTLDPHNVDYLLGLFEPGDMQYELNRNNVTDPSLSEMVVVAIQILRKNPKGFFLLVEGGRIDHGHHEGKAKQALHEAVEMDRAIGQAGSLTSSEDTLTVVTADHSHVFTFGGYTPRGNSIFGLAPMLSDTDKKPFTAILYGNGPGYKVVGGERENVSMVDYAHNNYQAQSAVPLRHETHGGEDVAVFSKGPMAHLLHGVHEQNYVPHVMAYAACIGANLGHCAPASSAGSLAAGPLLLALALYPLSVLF
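Dosing: 20 µM single point. System: human TNAP. Amount: TNAP 1/800 final. Incubation: 30 min, room temperature. Read-out: TNAP activation factor scaled between EDTA and DMSO control wells. Signal: luminescence from CDP-star hydrolysis. Medium: 1 M DEA, pH 9.8, Mg2+, Zn2+. Control set: EDTA negative control, DMSO positive control.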
TNAP inh hiacc: human TNAP enzyme inhibitors, primary screen, biochemical, luminescent, high phosphate acceptor level, uHTS; actives 0.03% (n = 200,000); purified TNAP, CDP-star luminescence, 1 M DEA; AID 1135, 2008; inhibition, % at 20 µM; Alkaline phosphatase, tissue-nonspecific isozyme (Homo sapiens), P05186;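 active means over 50% inhibition of tissue-nonspecific alkaline phosphatase at 20 µM in the single-dose screen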;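 further: plate controls were DMSO wells for no effect and EDTA-quenched wells as full inhibition for full effect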
TNAP inh noacc: human TNAP enzyme inhibitors, primary screen, biochemical, luminescent, no phosphate acceptor, uHTS; purified TNAP, CDP-star luminescence, 30 min; actives 0.26% (n = 200,000); inhibition, % at 20 µM; Alkaline phosphatase, tissue-nonspecific isozyme (Homo sapiens), P05186;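 active means tissue-nonspecific alkaline phosphatase inhibition above about 50% at 20 µM in the single-dose screen, limit read from the data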;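 further: 0% = DMSO negative control and 100% = EDTA positive control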
NF-kB expr up: activators of NF-kB expression in neurons, primary screen, cell-based, HTS; fold change at 12.5 µM; human neuronal cells, NF-kB reporter expression; hits give high values; actives 1.6% (n = 190,000); in the data active means fold change above about 3.3
FLuc inhib CS: firefly luciferase enzyme inhibitors, primary screen, artefact control for luciferase-based inhibitor screens, biochemical, luminescence, ATPLite; Luciferin 4-monooxygenase (Photinus pyralis), P08659; 10 min; inhibition, % at 10 µM; actives 1.5% (n = 200,000); AID 1006, 2008;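 active means inhibition above about 50% when tested at 10 µM, limit read from the data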
PMI act hi M6P: human PMI activators, high substrate, primary screen, biochemical, fluorescence intensity, near-saturating mannose 6-phosphate; Mannose-6-phosphate isomerase (Homo sapiens), P34949; coupled PMI enzyme assay, resazurin fluorescence, 20 min; hits give high values; 1 = untreated enzyme, 0 = substrate-free blank; activation factor at 20 µM; actives 0.34% (n = 190,000); AID 1216, 2008;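 active means activation factor of 2 or more at 20 µM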
Target sequence (P34949 whole entry, looked up): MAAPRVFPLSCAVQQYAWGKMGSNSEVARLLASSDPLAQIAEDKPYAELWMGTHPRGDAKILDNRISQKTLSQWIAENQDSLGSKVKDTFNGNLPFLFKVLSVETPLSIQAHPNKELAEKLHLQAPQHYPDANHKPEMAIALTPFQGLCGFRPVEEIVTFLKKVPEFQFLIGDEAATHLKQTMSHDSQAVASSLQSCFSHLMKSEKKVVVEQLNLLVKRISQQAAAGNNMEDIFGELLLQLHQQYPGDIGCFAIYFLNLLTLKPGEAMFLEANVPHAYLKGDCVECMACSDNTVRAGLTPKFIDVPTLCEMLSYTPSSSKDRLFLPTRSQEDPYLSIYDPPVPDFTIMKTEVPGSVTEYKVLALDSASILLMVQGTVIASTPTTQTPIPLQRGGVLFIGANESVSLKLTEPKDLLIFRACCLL
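Test system: human PMI in coupled enzyme assay; Input: PMI at 15 ng/mL final; Medium: HEPES buffer, pH 7.4; Schedule: 20 min incubation at room temperature; Technique: resorufin fluorescence at Ex 544/Em 590 nm; Compound: 20 µM single dose; Probe or stimulus: Near-saturating mannose-6-phosphate, 1.0 mM.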
PMI act: activators of human PMI, primary screen, biochemical, fluorescence intensity, near-Km mannose 6-phosphate; activation factor at 20 µM; actives 0.005% (n = 190,000); AID 1214, 2008; purified human PMI, coupled resazurin fluorescence, 20 min; hits give high values; 1 = vehicle control, 0 substrate-free wells; Mannose-6-phosphate isomerase (Homo sapiens), P34949;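 active means activation factor of 2 or more at 20 µM, relative to plate controls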
bIAP act: bovine intestinal alkaline phosphatase activators, primary screen, biochemical, bovine IAP, CDP-star luminescence; actives 0.17% (n = 200,000); AID 1016, 2008; purified bovine IAP, 30 min; hits give high values; fold of DMSO-control signal, blank-subtracted; activation factor at 20 µM; alkaline phosphatase, intestinal [Bos taurus];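 active means activation factor of 2 or more at 20 µM, a signal rise over negative controls twice the positive control's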
FLuc act counter: FLuc activators, initial screening, artefact control for FLuc-dependent activation tests, biochemical, ATPlite luminescence; 200,000 tested, under 10 active; activation factor at 10 µM; Luciferin 4-monooxygenase (Photinus pyralis), P08659; ATPlite luciferase biochemical, 10 min; 0 = ATP-free wells, 1 = DMSO control; AID 1027, 2008;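 active means luciferase activation factor, scaled between plate controls, of at least 2 with compound at 10 µM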
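System: luciferase plus luciferin reagent, cell-free; medium: PBS as buffer for the ATP substrate; dosing: test compounds dosed from 2 mM stocks in 100% DMSO; timing: 10 min post-reagent at room temperature; measured by: luminescence measurement of luciferase light output; evaluation: luciferase activation, seen as luminescence increase over controls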
APP 5'UTR act: activators of APP 5'UTR luciferase reporter, primary screen, SH-SY5Y cells; SH-SY5Y APP 5'UTR luciferase reporter, luminescence; zero percent = DMSO vehicle wells; activation, % at 2 µM; actives 1% (n = 190,000);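 active means activation above a set limit, based on mean plus 3 SD of controls, cut at about 140% in these data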; further: values of inactives mirror those of a sister screen read the other way
* hit, by the source's call; · = no result given; & = joins results of further samples. Rows were taken by chance; overall some 3.6% were active at least once.

Value order: TNAP act hi DEA	TNAP inh hiacc	TNAP inh noacc	NF-kB expr up	FLuc inhib CS	PMI act hi M6P	PMI act	bIAP act	FLuc act counter	APP 5'UTR act
1	CCC1(CC)C(=O)NC(=O)NC1=Nc1cccc(OC)c1
    1.1	-7	-9	1.2	-5	1.1	1	0.9	1	3
2	O=C(OCc1cccc([N+](=O)[O-])c1)c1cnccn1
    1	-2	-15	1.4	-9	1.1	1.1	1	1.1	2
3	COc1ccc(CCNC(=O)c2ccc3ccccc3n2)cc1OC
    1	-2	-5	1.4	-8	1	1	1.1	1.1	-10
4	O=C(CSc1nc2ccccc2s1)Nc1nccs1
    1	-5	-1	1.1	-8	1.1	1.1	1	1.1	4
5	COc1ccc(CCN=CC2=C(O)CCCC2=O)cc1OC
    1.1	-6	-10	1.1	0	1.1	1	0.9	1	-9
6	COc1cc(CC(=O)Nc2nc(C)cs2)cc(OC)c1OC
    1.1	-8	-7	0.96	-8	1	1.1	1	1.1	11
7	CCOc1ccc(C2C(C#N)=C(N)Oc3n[nH]c(C)c32)cc1OC(=O)C1CC1 (stereo not given)
    0.9	8	8	1	-7	0.9	0.9	1	1.1	-1
8	CCC(C)N(CC(=O)NCc1ccc(OC)cc1)C(=O)c1csnn1 (stereo not given)
    1.1	-7	-16	1.7	-8	1	1	0.9	1.1	2
9	C=CCN1C(=O)/C(=C2/Sc3ccccc3N2CCCS(=O)(=O)O)SC1=S
    1	4	9	1.3	-8	1.1	1	0.8	1.1	9
10	Cc1ccc(S(=O)(=O)Nc2nc3ccccc3nc2NCc2ccco2)cc1
    1	-2	-12	2.2	-6	1.7	1.3	1	1.1	47
11	COC(=O)c1cn(-c2ccccc2)nc1-c1ccncc1
    1.1	-5	-6	0.98	-9	1	1	1	1.1	2
12	O=C1c2ccccc2C(=O)N1CCc1nc2ccccc2c(=O)n1-c1ccccn1
    1	-4	-15	1.1	-3	1	0.9	0.9	1	3
13	O=C(O)c1cc(-c2ccccc2)nc2ccccc12
    1	3	-6	1.8	20	1.2	1.1	0.9	0.8	0&2
14	CCOC(=O)CCc1c(C)nc2cc(C3CCCN(C(=O)OC(C)(C)C)C3)[nH]n2c1=O (stereo not given)
    1	-2	-5	0.91	-4	1	1	1.1	1	12
15	O=C(NC(=S)Nn1cnnc1)c1cccc(Br)c1
    1	-4	-7	1.6	-3	0.9	0.8	0.8	1	-9
16	C=CCn1c(C(C)NC(=O)c2ccccc2)n[nH]c1=S (stereo not given)
    1.1	-7	-12	1	-6	1	1	1	1.1	7
17	Cc1cc(NC(=O)c2c(F)cccc2F)n(-c2nc3ccccc3[nH]2)n1
    1	-5	-7	1.4	-4	1	1	1.3	1	-3
18	Cc1ccc(C)n1NC(=O)c1cccc(Cl)c1
    1.1	-8	-13	1.5	-4	1.1	1	0.9	1	8
19	COC(=O)CSc1nnc(Cc2cc(=O)[nH]c(=O)[nH]2)n1-c1cccc(OC)c1
    1	-3	-12	1.2	-2	1	1	1	1	2
20	CCc1ccc(N2CCN(C(=O)c3ccc(OC)c(OC)c3)CC2)cc1
    1	-4	-15	0.8	-4	1	0.9	1	1	21
21	COc1ccc(N=C2SC(C(=O)Nc3ccc4c(c3)OCO4)CC(=O)N2C)cc1 (stereo not given)
    1	-2	-8	0.78	-2	0.8	0.9	1	1	-5
22	COC(=O)c1cc(Br)c(=O)n(Cc2ccc(OC)c(OC)c2)c1
    1	-3	-6	0.87	1	1	1	0.9	1	-5
23	COC(=O)c1nnn(CC(=O)NC(=O)Nc2ccccc2)c1C(=O)OC
    1	1	-10	1	-5	1.1	1	1	1	-4
24	CCc1nc(SCC(=O)c2ccccc2)c2ccccc2n1
    1	-2	-6	1.4	4	1	0.9	1	1	-5
25	COC(=O)c1c(S(=O)(=O)NCc2ccccc2)sc(C(=O)O)c1C
    1.1	-8	-7	1	-4	1.9	1.5	1	1	-21
26	CC(C)N1CCC(N2CCN(CCCc3ccccc3)CC2CCO)CC1 (stereo not given)
    1	0	-6	1	3	0.9	0.9	1	1	-6
27	CSCC[C@H](NC(=O)C1CCN(S(=O)(=O)c2ccc(C)cc2)CC1)C(=O)NC1CCS(=O)(=O)C1 (stereo not given in full)
    1.1	-6	-10	1.2	0	0.9	0.9	0.9	1	6
28	O=C1CN(C(=O)c2cc3ccccc3oc2=O)C(c2ccccc2)c2cc(F)ccc2N1 (stereo not given)
    1	1	-4	1.3	-2	0.9	0.9	0.9	1	31
29	COc1cccc(/C(C)=N/NC(=O)c2cc(-c3cccnc3)nc3ccccc23)c1
    1	0	-7	0.74	-1	1	0.8	0.8	1	8
30	CC(C(=O)Nc1ccccc1Br)c1ccc([N+](=O)[O-])cc1 (stereo not given)
    1	0	-12	1	-2	0.9	0.8	1.4	1	7

In the list so far, these contain fluorine:
Value order: TNAP act hi DEA	TNAP inh hiacc	TNAP inh noacc	NF-kB expr up	FLuc inhib CS	PMI act hi M6P	PMI act	bIAP act	FLuc act counter	APP 5'UTR act
17	Cc1cc(NC(=O)c2c(F)cccc2F)n(-c2nc3ccccc3[nH]2)n1
    1	-5	-7	1.4	-4	1	1	1.3	1	-3
28	O=C1CN(C(=O)c2cc3ccccc3oc2=O)C(c2ccccc2)c2cc(F)ccc2N1 (stereo not given)
    1	1	-4	1.3	-2	0.9	0.9	0.9	1	31

Going on with the list.
Value order: TNAP act hi DEA	TNAP inh hiacc	TNAP inh noacc	NF-kB expr up	FLuc inhib CS	PMI act hi M6P	PMI act	bIAP act	FLuc act counter	APP 5'UTR act
31	CC(C)c1ccc(Nc2nnc(SC3CCOC3=O)s2)cc1 (stereo not given)
    0.9	7	5	1.5	38	1	1	1.1	0.6	-6
32	Cc1ccc2cc(C)c(N3CCN(c4ccccn4)CC3)nc2c1
    1.1	-9	-9	1.4	2	0.8	0.8	1	1	18
33	CC(C)Cn1nc(NC(=O)C2CCCO2)c2cc3ccccc3nc21 (stereo not given)
    1	-5	-20	0.59	-2	0.9	0.9	1.2	1	-7
34	NC(=O)c1ccsc1NC(=O)C1CCCN1S(=O)(=O)c1ccc(Cl)cc1 (stereo not given)
    1.1	-6	-11	1.6	-2	0.8	0.8	0.9	1	2
35	Cc1cccc(NC(=S)NC23CN4CN(CN(C4)C2)C3)c1C
    1.1	-5	-16	1.6	-4	1	1.1	1	1	6
36	CC1CCN(c2c(NCC3CCC(C(=O)NCc4ccccc4Cl)CC3)c(=O)c2=O)CC1 (stereo not given)
    1	-4	-8	1.2	-11	1	1	0.9	1.1	32
37	CCNc1ccc(S(=O)(=O)N(C)C)cc1NCC(=O)Nc1c(F)cccc1F
    1	-4	-4	0.92	-4	0.9	0.9	1	1	-10
38	CCOC(=O)c1ccc(Nc2nc(C)cc(C)c2C#N)cc1
    0.9	6	-7	1.4	-2	0.9	1	0.6	1	-29
39	CCC(C)NC(=O)COc1ccc(Br)c(C)c1 (stereo not given)
    1	-2	-13	1.1	-5	1	1	0.9	1.1	-11
40	CSc1nc(-c2ccc(C)cc2)[nH]c1S(=O)(=O)c1ccccc1
    1.1	-7	-13	0.91	-8	1.1	1.1	0.9	1.1	-5
41	COCCNC(=O)CCCn1c(=O)c2cc(OC)c(OC)cc2n(CC(=O)c2cccc(OC)c2)c1=O
    1	-4	-10	1	-4	0.9	0.9	1.1	1	-2
42	COc1ccc2nc(NCCO)[nH]c2c1
    1.1	-12	-4	1.4	-10	1	1.2	0.8	1.1	-2
43	CCOC(=O)c1cnc2ccc(OCC)cc2c1NCCN1CCOCC1
    1	-1	-2	1.6	3	0.9	0.9	1.2	1	16
44	CCNC(=O)CC1C(=O)N(c2ccc(OC)cc2)C(=O)N1Cc1ccc(OC)cc1 (stereo not given)
    1	-5	-4	1.2	-5	1.1	1.1	1	1.1	-13
45	CCc1nnc(NC(=O)C2Cc3ccccc3C(=O)O2)s1 (stereo not given)
    1	-1	-11	1.1	-2	1	0.9	1	1	-12
46	CO/N=C/c1c(C(=O)OC)nn(-c2ccccc2)c1Cl
    1	-4	-9	1.1	-7	0.9	1	1.1	1.1	-1
47	Cc1ccc2nc(/C(C#N)=C\c3ccc([N+](=O)[O-])o3)[nH]c2c1
    0.7	26	11	0.27	-2	0.8	0.9	0.6	1	-6
48	CC(C)(C)NC(=O)C(OC(=O)c1cccs1)c1ccc(F)cc1 (stereo not given)
    1	-4	-13	1.2	-10	1.1	1.1	1	1.1	4
49	Cc1cc(C(=O)NCc2cccnc2)cs1
    1	-1	-9	1.1	-3	0.9	0.9	1	1	7
50	Cn1c(SCC(=O)NCc2ccco2)nnc1-c1c[nH]c2ccccc12
    1.1	-5	-10	0.98	-4	0.9	1	1	1	·
51	CCCCSc1nc2c(=O)[nH][nH]c(=O)c2n1Cc1ccccc1
    1	-2	-12	1.2	-4	1	1	0.9	1	1
52	COC(=O)CNC(=O)C(Cc1c[nH]c2ccccc12)NC(=O)OC(C)(C)C (stereo not given)
    1.1	-7	-8	1.9	-2	0.9	0.9	1.1	1	3
53	CCCCCCn1c(-c2ccco2)nc2oc3cc(OC)ccc3c(=O)c2c1=O
    1	0	-5	1.1	1	1.3	1.1	1	1	18
54	O=C(O)c1ccccc1/C=N/Nc1nc(N2CCCCC2)nc(N2CCCCC2)n1
    1.1	-6	-10	1.3	-8	1	1	1	1.1	-13
55	COc1cc(NC(=O)CN(C)S(=O)(=O)c2ccc3c(c2)CCC(=O)N3)cc(OC)c1
    1.1	-5	-17	1.2	-6	1	1	1	1.1	3
56	O=C(CSc1nn(-c2ccc(Cl)cc2)c(=S)s1)N1CCN(C(=O)c2ccco2)CC1
    0.9	6	-3	0.64	4	1.2	1.1	1.1	1	-7

Three entries out of the list above, sorted by the number in TNAP inh hiacc, rising.
item	Compound	TNAP inh hiacc
36	CC1CCN(c2c(NCC3CCC(C(=O)NCc4ccccc4Cl)CC3)c(=O)c2=O)CC1 (stereo not given)	-4
43	CCOC(=O)c1cnc2ccc(OCC)cc2c1NCCN1CCOCC1	-1
53	CCCCCCn1c(-c2ccco2)nc2oc3cc(OC)ccc3c(=O)c2c1=O	0
